Dengue-2 NS5 capping: Dengue-2 NS5 methyltransferase inhibitors, primary screen, biochemical, confirmation dose response (AID 588689) | Dengue-2 NS5 methyltransferase capping enzyme assay, biochemical; higher % means a stronger effect | one-dose inhibition, % at 25 µM; IC50 in µM for titrated hits | 340,000 tested, 0.3% active; in the data active means a potency from the dose series; inconclusive means inhibition above about 29% without an active follow-up result
T cell HTS: T cell immune modulators affecting CD8 T cell-vesicle binding | 2C CD8+ T cell-vesicle binding, flow cytometry; hits give low values | calls only at 7 µM | 330,000 tested, 0.068% active;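 active means response, share of CD8 T cells binding vesicles, and their 90th percentile fluorescence all below set limits, cut at about 80% in these data, passing the limit was not always enough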
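incubation = binding step 1.5 h, 37 °C, antibody labelling 20 min, ice | test system = 2C mouse CD8+ T cells | read-out basis = percent CD8+ FL2 mean versus row control | controls = Peptide-free naked vesicles (low) and QL9 vesicles with 0.7% DMSO vehicle (high) | detection = flow cytometry of vesicle-bound cells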
RSV antiviral HEp-2: RSV antiviral activity via CPE protection, HEp-2 cells, primary 10 µM value included (AID 2391); HEp-2 cells, RSV-induced CPE inhibition; higher % means a stronger effect; CPE inhibition, % at 10 µM, or IC50 in µM where a hit was titrated; 310,000 tested, 0.13% active; in the data active means a potency from the dose series; inconclusive means CPE inhibition mostly from about 23% at the one dose, without a potency; inactive means the rest, 99 in 100 with CPE inhibition below about 21%; further: strong numbers were not always called active
PhoP inhibition: inhibitors of PhoP regulon expression, primary screen, Salmonella Typhimurium, GFP reporter (AID 1863); 300,000 tested, 0.16% active; inhibition, % at 50 µM; hits with a dose series show IC50 in µM; S. Typhimurium PhoP-regulated promoter GFP reporter, 4 h; higher % means a stronger effect;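 active means inhibition over 29.93%, a cutoff 3 SD above the screen mean, later confirmed by dose response; inconclusive means inhibition over 29.93% but no dose response follow-up; inactive means inhibition at most 29.93% or unconfirmed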;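 further: 0% = low Mg2+ inducing control and 100% = high Mg2+ repressing control; strong numbers were not always called active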
Large T inhibition: TAg ATPase/helicase activity blockers – biochemical (AID 1903). 310,000 tested, 0.39% active. SV40 large T antigen ATPase/helicase inhibition assay; higher % means a stronger effect. inhibition, % at 20 µM, or IC50 in µM where a hit was titrated; in the data active means a potency from the dose series; inconclusive means inhibition mostly from about 32% at the one dose, without a potency; inactive means the rest, 99 in 100 with inhibition below about 32%; further: strong numbers were not always called active
NTR1 agonist: agonists of NTR1, primary screen, imaging, U2OS cells, beta-arrestin-GFP, high content (AID 493036); P30989; NTR1-U2OS beta-arrestin-GFP spot imaging, agonist mode; activation, % at 20 µM; 330,000 tested, 0.17% active;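 active means activation at or above 40% of the spot to cytoplasm intensity ratio, with at least 20 cells analyzed; inconclusive means wells under 20 cells, flagged as cytotoxic or low count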;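 further: 0% = DMSO without peptide and 100% = 100 nM NTR1 peptide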
Target sequence (P30989 whole entry, looked up): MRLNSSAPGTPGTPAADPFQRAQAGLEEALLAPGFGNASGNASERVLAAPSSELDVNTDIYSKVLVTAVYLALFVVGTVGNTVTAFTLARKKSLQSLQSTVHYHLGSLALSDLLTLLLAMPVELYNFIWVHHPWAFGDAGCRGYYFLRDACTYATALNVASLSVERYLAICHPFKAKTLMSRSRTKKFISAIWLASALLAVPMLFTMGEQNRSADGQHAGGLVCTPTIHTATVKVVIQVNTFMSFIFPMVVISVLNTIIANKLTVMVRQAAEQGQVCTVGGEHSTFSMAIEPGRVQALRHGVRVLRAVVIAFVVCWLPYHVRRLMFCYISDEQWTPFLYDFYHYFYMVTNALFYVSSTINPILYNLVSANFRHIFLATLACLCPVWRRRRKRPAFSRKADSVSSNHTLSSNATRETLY
Rac1 GTP hydrolysis: MgcRacGAP GTPase-activating activity inhibitors, confirmation, biochemical, ADP Hunter fluorescence; MgcRacGAP-stimulated Rac1 GTP hydrolysis, ADP Hunter fluorescence; higher % means a stronger effect; GST-tagged Rac1 F28L mutant substrate; inhibition, % at 30 µM, or IC50 in µM where a hit was titrated; 340,000 tested, 0.6% active; AID 624330;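 active means first-screen hits whose inhibition reached a set limit at any dose in the follow-up dose series; inconclusive means inhibition above the set first-screen limit but never retested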;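 further: fluorescence reports GDP produced by GAP-driven GTP hydrolysis; strong numbers were not always called active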
K1F lysis inhibition: protection from phage-mediated lysis, alamar blue read-out – E. coli UTI89, K1F phage, bacterial capsule biogenesis inhibitors (AID 488966). E. coli UTI89 K1F phage lysis, alamar blue, 2 h; higher % means a stronger effect. inhibition, % at 100 µM; hits with a dose series show IC50 in µM. 340,000 tested, 0.02% active;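 active means phage lysis inhibition, versus mean bacterial control, above a set limit; inconclusive means no clear call, values can overlap the other calls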;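 further: capsule biogenesis inhibitors block K1F phage lysis so surviving cells raise fluorescence; higher fluorescence means more inhibition of phage lysis; actives were called in the ten point dose series up to 300 µM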
West Nile antiviral: West Nile virus antiviral activity, cell-based, CPE readout (AID 1621) | 290,000 tested, 0.02% active | West Nile virus-infected cells, CPE inhibition; higher % means a stronger effect | CPE inhibition, % at 10 µM, or IC50 in µM where a hit was titrated; in the data active means a potency from the dose series; inconclusive means CPE inhibition mostly from about 3.7% at the one dose, without a potency; inactive means the rest, 99 in 100 with CPE inhibition below about 2.2%; further: strong numbers were not always called active
T cell HTS vesicle-bound %: recorded beside T cell HTS, whose call it bears; double positive events, %; measured here: CD8+ vesicle-bound cell fraction;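 binding gate set so that unloaded-vesicle control wells show 10% double positive cells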
NTR1 agonist cell count 20 µM: further read-out of NTR1 agonist, marked with its call; cell count; measured here: cell count, cytotoxicity flag
* hit, by the source's call; i = inactive; ? = inconclusive; . = no result given; [ ] = dose if it differs, or a comment.

SMILES | Dengue-2 NS5 capping | T cell HTS | T cell HTS vesicle-bound % | RSV antiviral HEp-2 | PhoP inhibition | Large T inhibition | NTR1 agonist | NTR1 agonist cell count 20 µM | Rac1 GTP hydrolysis | K1F lysis inhibition | West Nile antiviral
CC(=O)N1CCN(C(=O)c2ccc(-c3cccc(C(F)(F)F)c3)o2)CC1 | -1% | i | 30 | -2.4% | 4% | 8% | 0.6 | 47 | -1% | 0.5%[50 µM] | .
O=C(N/N=C/c1ccc(Br)cc1)c1cc[n+]([O-])cc1 | -1% | i | 52 | 0.4% | 0% | 21% | -0.5 | 60 | 2% | 0.2% | -0.1%
c1cc2c(cc1CN1CCOCC1)OCO2 | 1% | i | 63 | -0.5% | 4% | 8% | 0.2 | 55 | 7% | 0.1% | 0.0%
Cc1ccc(NC(=O)CSC(N)=O)cc1Cl | -2% | i | 19 | -1.0% | -5% | 4% | -1.1 | 46 | 16% | 0.5% | 0.1%
CCCCNC(=O)c1ccccc1SCc1c(C)noc1C | -2% | i | 12 | 1.8% | -2% | 11% | 0.3 | 58 | 5% | 0.0% | -0.1%
CCn1cc(S(=O)(=O)CC(=O)Nc2cc(C)on2)c2ccccc21 | 6% | i | 55 | 0.9% | -13% | 15% | 0.3 | 75 | 11% | 0.2% | -0.2%
O=c1[nH]nc(SCc2cc(Cl)ccc2Cl)c(=O)[nH]1 | 7% | i | 14 | 12% | -8% | 10% | -0.3 | 63 | 6% | 0.0% | 0.4%
CC(C)C1Nc2ccc(C(=O)N3CCN(c4ccccn4)CC3)cc2NC1=O (centres undefined) | -13% | i | 2 | 6.8% | -6% | 8% | 0.4 | 62 | 10% | 3.5% | 0.7%
CC(=O)NS(=O)(=O)c1ccc2sc(C)nc2c1 | 5% | i | 13 | -0.3% | 3% | -3% | -1.2 | 45 | 7% | 0.1% | -0.3%
O=C(NC(=S)Nc1ccc(Br)cn1)c1cccnc1 | 2% | i | 52 | 6.8% | -8% | 6% | -0.8 | 49 | 7% | 0.1% | -0.5%
CCOc1ccc(C(CCc2ccccc2)NC(=O)c2ccccc2)cc1OCC (centres undefined) | -2% | i | 48 | 0.9% | 3% | 5% | 1.6 | 54 | 2% | -0.4% | 1.6%
Cc1nc(C)c(C(=O)Nc2ccccc2-c2ccccc2)o1 | -5% | i | 37 | . | -8% | 4% | 0.0 | 58 | -4% | 3.7% | -1.0%
CC1CC(C)CN(c2nc(NCc3ccco3)nc(N)c2[N+](=O)[O-])C1 (centres undefined) | -3% | i | 59 | 4.1% | 5% | 2% | 12 | 47 | 0% | -1.4%[50 µM] | -0.9%
CC(C)(C)c1cc2cccnc2n1Cc1cccc(Cl)c1 | 1% | i | 12 | 0.0% | 35% | -4% | 3.8 | 95 | 6% | 0.2% | -1.1%
COC(=O)c1sccc1NC(=O)c1ccc(C)s1 | 1% | i | 28 | 1.9% | 2% | 19% | 2.7 | 97 | 4% | 1.5% | 0.1%
CCN(CC)C(=O)c1cc2c(=O)c3cc(F)ccc3oc2nc1C | -11% | i | 50 | 3.4% | -5% | 3% | 0.7 | 44 | 4% | -0.5% | -0.3%
CCN(CC)C(=O)C1CCCN(C(=O)c2oc3ccc(C)cc3c2C)C1 (centres undefined) | -1% | i | 15 | 6.5% | -3% | 3% | 1.1 | 61 | 8% | 0.0% | 0.4%
CCn1cc(C(=O)NC(=S)Nc2ccccc2Br)cn1 | 5% | i | 12 | 2.8% | -7% | 14% | 0.2 | 68 | 8% | 1.8%[50 µM] | -0.5%
CCCCC(=O)Nc1ccnc(-c2cccnc2)n1 | -2% | i | 12 | 0.3% | -13% | 30% | 0.8 | 44 | -6% | 2.9% | -0.2%
Cc1ccc(NC(=O)c2ccc(CSc3nnc(-c4ccncc4)n3C)cc2)cc1 | 0% | i | 58 | 1.3% | 7% | 4% | 0.5 | 43 | 9% | 0.2% | -0.2%
COc1ccc(C2c3c(nc[nH]c3=O)Oc3nc[nH]c(=O)c32)cc1 | -1% | i | 48 | 0.8% | . | 16% | -0.8 | 82 | 6% | 0.3% | -0.4%
COc1cccc(-n2c(Cc3cc(=O)[nH]c(=O)[nH]3)nnc2SCC(=O)NC2CCCCC2)c1 | -4% | i | 62 | 1.1% | -4% | 4% | -0.1 | 51 | 6% | 3.6% | 0.0%
COc1ccc2c(COC(=O)CC3Sc4ccccc4NC3=O)cc(=O)oc2c1 (centres undefined) | 5% | i | 40 | 0.6% | 8% | 0% | 1.3 | 90 | 5% | 0.0% | -1.1%
Cc1cccc(NC(=O)CN(CC2CCCO2)C(=O)c2oc3ccccc3c2C)c1C (centres undefined) | 2% | i | 10 | 3.4% | . | . | 5.0 | 66 | 9% | -0.5%[50 µM] | .
O=C(CSc1nnc(-c2ccc(Br)o2)n1Cc1ccccc1)c1ccccc1F | -8% | i | 30 | 1.0% | -1% | 8% | 8.4 | 79 | -1% | 1.4% | -1.0%
Cc1nc(C(=O)NCCC(C)C)sc1C1(C)CC(c2cccc([N+](=O)[O-])c2)=NO1 (centres undefined) | -9% | . | . | . | 3% | . | 2.9 | 78 | 2% | 3.7% | -0.3%
CCOC(=O)c1cnc(-c2ccccc2)nc1N1CCOCC1 | 4% | i | 38 | 3.5% | 4% | 11% | 1.4 | 82 | -2% | 0.3% | -0.4%
O=C(CC1SC(=NCc2ccccc2)NC1=O)Nc1ccccc1 (centres undefined) | -1% | i | 50 | 0.8% | 35% | -66% | 3.3 | 91 | 0% | 0.3% | -0.8%
CN(C)S(=O)(=O)n1ccnc1 | -4% | i | 42 | 0.7% | -1% | 9% | 2.2 | 67 | 8% | 2.5% | -0.1%
O=C(O)c1ccc(/C=N/Nc2ccc(S(=O)(=O)N3CCCC3)cc2[N+](=O)[O-])cc1 | 36% | i | 20 | 4.3% | -4% | 15% | -0.7 | 36 | 9% | 0.9% | -0.1%
CC(C)Cc1nc(S(=O)(=O)c2ccc(Cl)cc2)c(N2CCOCC2)o1 | -24% | i | 12 | 1.2% | 1% | 7% | -0.9 | 42 | 13% | 0.7% | 0.4%
COc1ccc(C2N(c3ccccn3)C(=O)C3CCCN32)c(OC)c1 (centres undefined) | -8% | i | 47 | 0.8% | 14% | 7% | -1.3 | 66 | 4% | 2.4% | -0.1%
CC(C)OCCCNc1ncnc2c1[nH]c1ccc(F)cc12 | 5% | i | 20 | -1.7% | 2% | 14% | -0.8 | 36 | 10% | -1.9% | 1.2%
CCOC(=O)Cn1nnnc1C(CC)N(Cc1cc2ccc(C)cc2[nH]c1=O)C1CCCC1 (centres undefined) | 2% | i | 28 | 0.0% | -8% | 17% | 0.4 | 41 | 10% | 1.2% | ?
COC(=O)C(Cc1cnc(Cl)s1)(C(=O)OC)c1ccc(C(F)(F)F)cc1[N+](=O)[O-] | -5% | i | 28 | 3.2% | 12% | -3% | 0.8 | 67 | 5% | -1.6% | 0.4%
Cc1cccc(NC(=S)N(C)C2CCCCC2)c1 | 4% | i | 52 | -1.8% | 1% | 1% | 0.0 | 49 | 4% | 0.2% | 0.5%
Cc1cccc(COCC(Cc2ccccc2)N2CCN(C(=O)c3cc(Cl)cc(Cl)c3)CCC2=O)c1 (centres undefined) | -5% | i | 13 | 4.7% | 2% | 6% | 7.3 | 109 | 10% | -0.3% | 0.1%
CC1CCN(C(=O)COC(=O)c2ccccc2NC(=O)c2ccco2)CC1 | -3% | i | 20 | 0.8% | 1% | 12% | 2.2 | 59 | 5% | 0.1% | -1.1%
COc1cc(C(=O)N[C@H](C(=O)OCC(=O)NC2CCCCCC2)C(C)C)cc(OC)c1OC | -11% | i | 44 | . | . | . | 5.3 | 51 | 8% | 0.4%[50 µM] | .
CCOc1ccccc1NC(=O)CCN1CCN(S(=O)(=O)c2ccc(OC)cc2)CC1 | -4% | i | 33 | 0.3% | -8% | 5% | -2.1 | 37 | 8% | -0.1% | .
CC(C)(C)NC(=O)c1nn2c(C(F)(F)F)cc(-c3ccccc3)nc2c1Br | . | i | 14 | 0.3% | -4% | -5% | 4.1 | 64 | 3% | -0.6% | -0.5%
CCOc1cccc(C(=O)N/N=C/c2ccoc2)c1 | -6% | i | 37 | 1.4% | 2% | 10% | 0.6 | 79 | 7% | 0.0% | -0.5%
O=C(CSC1=Nc2ccccc2C2CC=NN12)Nc1ccc2c(c1)OCO2 (centres undefined) | 5% | . | . | . | 19% | 11% | . | . | 13% | -0.3% | -0.1%
COc1cc(-c2cc(-c3nnco3)c3ccccc3n2)cc(OC)c1OC | -5% | i | . | 0.2% | -1% | -2% | 6.0 | 61 | 6% | 0.4% | -0.4%
CC(C)CC(NC(=O)C(NC(=O)C(Cc1ccc(OCc2ccccc2)cc1)NC(=O)OC(C)(C)C)C(C)C)C(N)=O (centres undefined) | -2% | i | 39 | -0.1% | 1% | 3% | 4.9 | 50 | 5% | 1.9% | -1.1%
Cc1cc(C(=O)Cn2cnc3cc(F)ccc3c2=O)c(C)n1C1CC1 | -8% | i | 45 | . | . | . | 1.3 | 34 | 4% | 1.4% | .
CCCOc1ccc(-c2nc[nH]c2[N+](=O)[O-])cc1 | -12% | i | 54 | 2.9% | -10% | -2% | 6.6 | 30 | 4% | -0.2% | 0.8%
CCC(=O)N1c2ccc(S(=O)(=O)N(CCO)Cc3ccccc3)cc2CC1C (centres undefined) | 1% | i | 17 | 19% | 11% | 2% | 2.1 | 104 | -2% | 1.4% | 0.4%

Sorted by SMILES length (low to high): part of the list above
SMILES | Dengue-2 NS5 capping | T cell HTS | T cell HTS vesicle-bound % | RSV antiviral HEp-2 | PhoP inhibition | Large T inhibition | NTR1 agonist | NTR1 agonist cell count 20 µM | Rac1 GTP hydrolysis | K1F lysis inhibition | West Nile antiviral
CCCOc1ccc(-c2nc[nH]c2[N+](=O)[O-])cc1 | -12% | i | 54 | 2.9% | -10% | -2% | 6.6 | 30 | 4% | -0.2% | 0.8%
COc1cc(C(=O)N[C@H](C(=O)OCC(=O)NC2CCCCCC2)C(C)C)cc(OC)c1OC | -11% | i | 44 | . | . | . | 5.3 | 51 | 8% | 0.4%[50 µM] | .
Cc1cccc(COCC(Cc2ccccc2)N2CCN(C(=O)c3cc(Cl)cc(Cl)c3)CCC2=O)c1 (centres undefined) | -5% | i | 13 | 4.7% | 2% | 6% | 7.3 | 109 | 10% | -0.3% | 0.1%

Source: PubChem (several laboratories)
